CR mimetic SO – caloric restriction mimetics inhibiting age-related superoxide in yeast | S. cerevisiae aged cells, superoxide DHE fluorescence; active compounds read low | superoxide response (% of plate mean), % at 10 µM | 330,000 tested, 0.18% active;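 active = superoxide response under a set limit, about three screen SD below normal, cut at about 65% in these data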;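 note: yeast aged for seven days with compound at 30 °C before DHE staining; 100% = average MFI of all compound-treated wells on the plate with controls excluded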
LAP4-GFP MLPCN – alters LAP4-GFP fluorescence in TOR pathway yeast screen; GFP response vs DMSO, % at 10 µM; S. cerevisiae LAP4-GFP multiplex, flow cytometry GFP, 3 h; median GFP as percent of DMSO wells; 320,000 tested, 0.34% active;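 active = GFP response vs DMSO above a set limit, about the screen mean plus 3 SD, cut at about 150% in these data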
AHR act – human AHR activation | AHR-responsive luciferase reporter cells, luminescence | activation, % at 5 µM | 320,000 tested, 2.5% active; in the data active = activation above about 47%;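 note: 0% = vehicle wells and 100% = reference agonist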
Target sequence (P35869 whole entry, looked up): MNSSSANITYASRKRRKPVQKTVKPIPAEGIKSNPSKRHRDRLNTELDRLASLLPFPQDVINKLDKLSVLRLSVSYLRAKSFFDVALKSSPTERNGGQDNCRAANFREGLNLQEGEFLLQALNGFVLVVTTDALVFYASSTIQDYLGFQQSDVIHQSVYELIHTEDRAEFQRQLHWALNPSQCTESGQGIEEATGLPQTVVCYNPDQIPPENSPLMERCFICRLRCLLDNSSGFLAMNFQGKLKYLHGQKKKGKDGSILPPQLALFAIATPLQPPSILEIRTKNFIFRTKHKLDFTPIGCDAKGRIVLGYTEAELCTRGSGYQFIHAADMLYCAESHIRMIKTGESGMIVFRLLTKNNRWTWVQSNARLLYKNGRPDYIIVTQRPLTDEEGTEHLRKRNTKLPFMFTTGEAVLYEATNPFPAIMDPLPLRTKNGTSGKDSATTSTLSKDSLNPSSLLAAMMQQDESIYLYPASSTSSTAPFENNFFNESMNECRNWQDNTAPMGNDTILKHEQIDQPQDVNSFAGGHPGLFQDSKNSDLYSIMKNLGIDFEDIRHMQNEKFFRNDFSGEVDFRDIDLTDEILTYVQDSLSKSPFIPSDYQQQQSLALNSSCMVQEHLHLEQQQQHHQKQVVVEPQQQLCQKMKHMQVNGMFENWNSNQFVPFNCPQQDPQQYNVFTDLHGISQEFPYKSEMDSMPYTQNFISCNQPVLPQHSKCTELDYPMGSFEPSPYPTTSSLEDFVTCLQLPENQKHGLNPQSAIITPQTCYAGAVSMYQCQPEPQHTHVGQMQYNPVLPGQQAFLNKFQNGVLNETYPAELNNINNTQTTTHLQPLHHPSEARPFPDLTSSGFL
MEP2-GFP yeast – alters MEP2-GFP fluorescence in TOR pathway yeast screen; S. cerevisiae MEP2-GFP strain, flow cytometry GFP, 3 h; 100% = DMSO control level; GFP response vs DMSO, % at 10 µM; 330,000 tested, 0.51% active;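 active = GFP response versus DMSO above a set limit, roughly screen mean plus 3 SD, cut at about 180% in these data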;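 note: median GFP fluorescence of the barcode-gated MEP2-GFP cells per well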
RPL19A-GFP yeast – alters RPL19A-GFP fluorescence in TOR pathway yeast screen. S. cerevisiae RPL19A-GFP strain, flow cytometry, 3 h; active compounds read low. 330,000 tested, 0.3% active. percent response vs DMSO, % at 10 µM;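 active = percent response vs DMSO below 50%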;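 note: median channel GFP fluorescence of the barcoded RPL19A-GFP strain; ratio of sample median GFP to plate DMSO average so 100% = DMSO; lower means less RPL19A-GFP as with rapamycin TOR inhibition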
Efflux pump mplx – blocks antifungal efflux pumps in multiplex yeast assay; S. cerevisiae Candida pump triplex, Nile Red efflux; inhibition, % at 10 µM; 330,000 tested, 0.44% active; AID 485275;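 active = plate passing quality check with inhibition over a set limit, or well fluorescence over plate mean plus 4 SD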;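 note: Nile Red retained in pooled yeast measured as flow cytometry median fluorescence; 0% = buffer negative control and 100% = Enniatin B positive control; higher means more Nile Red kept so more efflux inhibition; some compounds called inactive have numbers as strong as hits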
AGP1-GFP MLPCN – alters AGP1-GFP fluorescence in TOR pathway yeast screen; GFP response vs DMSO, % at 10 µM; 320,000 tested, 0.02% active; S. cerevisiae AGP1-GFP multiplex flow cytometry, 3 h; GFP as percent of DMSO wells; AID 2066;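 active = GFP response relative to DMSO above a set limit, near screen average plus 3 SD, cut at about 150% in these data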;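 note: median GFP channel fluorescence of the gated AGP1 strain per well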
CIT2 TOR yeast – alters CIT2-GFP fluorescence in TOR pathway yeast screen | GFP response vs DMSO, % at 10 µM | 320,000 tested, 0.065% active | S. cerevisiae CIT2-GFP strain, flow cytometry, 3 h; 100 means same as DMSO wells;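 active = GFP response relative to DMSO above a set limit, near the screen mean plus 3 SD, cut at about 150% in these data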;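 note: ratio of well median GFP fluorescence to mean of DMSO wells on the plate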
Numbers without * were called inactive; . = no result given.

item	Structure	CR mimetic SO	LAP4-GFP MLPCN	AHR act	MEP2-GFP yeast	RPL19A-GFP yeast	Efflux pump mplx	AGP1-GFP MLPCN	CIT2 TOR yeast
1	CCCCCCCNC(=O)C1(CC2CC(c3cccc(Br)c3)=NO2)CCN(C(=O)C2(C)CC2)CC1 (configuration not stated)	92.7	88.9	4.1	98.9	93.8	-0.2	93.3	96.0
2	CCOc1ccc(CN(C)C(=O)c2ccc3c(c2)NC(=O)C(C)S3)cc1OC (configuration not stated)	107.7	101.1	1.4	96.0	96.8	0.1	100.0	106.2
3	CCOC(=O)C(=O)Nc1ccc([N+](=O)[O-])cc1OC	86.2	96.0	2.5	100.4	99.3	0.0	97.9	100.0
4	COc1ccc(C(=O)CSc2nnc(CNc3ccc(C)cc3C)n2Cc2ccco2)cc1	88.4	106.1	22.2	96.5	96.0	1.1*	102.6	.
5	CSc1ncc(S(=O)(=O)c2ccccc2)c(=O)[nH]1	97.0	97.1	-1.8	96.4	98.9	-0.1	104.3	101.5
6	C=CCn1c(=O)/c(=C/c2ccc(Cl)cc2)s/c1=C(/C#N)c1nnc2n1CCCCC2	99.5	97.3	-2.8	96.3	97.5	0.1	93.1	88.2
7	CCC1CCCCN1C(=O)CCc1nnc(Cc2c[nH]c3ccccc23)o1 (configuration not stated)	97.3	95.4	6.7	105.2	108.3	-1.1	109.2	104.3
8	Cn1cc(CN2CCN(c3ccccc3)CC2)c2ccccc21	92.3	101.6	-3.5	97.0	99.3	-0.2	101.4	104.5

In another format: entries from further up
(4) COc1ccc(C(=O)CSc2nnc(CNc3ccc(C)cc3C)n2Cc2ccco2)cc1
(5) CSc1ncc(S(=O)(=O)c2ccccc2)c(=O)[nH]1

Assay by compound | 4 | 5
CR mimetic SO | 88.4 | 97.0
LAP4-GFP MLPCN | 106.1 | 97.1
AHR act | 22.2 | -1.8
MEP2-GFP yeast | 96.5 | 96.4
RPL19A-GFP yeast | 96.0 | 98.9
Efflux pump mplx | 1.1* | -0.1
AGP1-GFP MLPCN | 102.6 | 104.3
CIT2 TOR yeast | . | 101.5

New compounds follow
item	Structure	CR mimetic SO	LAP4-GFP MLPCN	AHR act	MEP2-GFP yeast	RPL19A-GFP yeast	Efflux pump mplx	AGP1-GFP MLPCN	CIT2 TOR yeast
9	Cc1cc(=O)n(C)c(=O)n1CCCCCCOc1ccc([N+](=O)[O-])cc1	88.8	100.1	-4.1	105.2	104.6	-0.3	99.7	112.5
10	COC(=O)c1ccc(CSc2nc3ccc(Cl)cc3[nH]2)o1	105.1	100.1	2.9	103.6	.	-0.5	96.7	94.5
11	Cc1nnc(SC(C)C(=O)Nc2ccc(Cl)cn2)n1Cc1ccccc1 (configuration not stated)	101.5	103.2	2.0	109.1	108.8	-0.1	116.1	105.8
12	O=C(Nc1ccc2nc(-c3ccccc3)[nH]c2c1)c1cccs1	92.3	109.3	-13.4	104.8	96.4	-0.1	100.2	102.4
13	O=C(CSc1nc2c(cnn2-c2ccccc2)c(=O)[nH]1)NC1CCS(=O)(=O)C1 (configuration not stated)	88.6	94.4	-0.5	101.5	103.8	0.0	101.1	101.7
14	CCCCC(=O)N(Cc1ccc2c(c1)OCO2)Cc1nc2ccccc2c(=O)[nH]1	97.7	103.6	8.9	106.0	97.8	-0.1	100.8	100.1
15	N#Cc1ccccc1Sc1ccccc1C(=O)N1CCOCC1	101.5	88.5	2.0	88.2	87.0	0.3	88.3	81.9
16	COc1ccc(C2SCC(=O)N2Cc2ccccc2)cc1 (configuration not stated)	101.1	104.5	0.6	103.1	97.3	-0.1	101.6	98.8
17	COc1ccc(S(=O)(=O)N2CCC(C(=O)NCCC(=O)NCc3ccccc3OC)CC2)cc1	92.0	98.5	0.5	116.0	101.7	-0.1	107.3	110.9
18	COc1cccc(-n2nnc3c(=O)n(Cc4ccc(Cl)cc4)cnc32)c1	89.1	106.3	0.8	99.5	97.2	-0.1	99.2	99.7
19	O=C(Nc1ccccc1C(=O)OCC(=O)c1c[nH]c2ccccc12)c1ccco1	75.2	108.0	13.9	95.7	109.1	-0.2	101.8	101.4
20	COc1ccc(Cl)cc1C(=O)NNC(=O)COC(=O)c1cccs1	99.0	100.8	8.9	94.0	95.0	0.1	97.1	89.4
21	Cc1nc2scc(C)n2c(=O)c1S(=O)(=O)NCc1ccccc1	129.0	101.5	2.0	103.2	101.7	0.1	101.8	99.7
22	CC(C)N(CCNC(=O)c1ccc(NC2=NC3CS(=O)(=O)CC3S2)cc1)Cc1ccco1 (configuration not stated)	86.0	102.9	2.2	114.6	95.2	-0.1	96.3	96.0
23	CN(Cc1ccccc1)Cc1nc2scc(-c3ccccc3)c2c(=O)[nH]1	78.0	101.3	0.9	110.0	102.9	-0.1	102.9	107.7
24	CCOC(=O)N1CCC(NC(=O)Cn2ncc3ccccc32)CC1	103.9	104.3	0.3	103.5	100.2	0.0	104.1	108.7
25	O=C(NCc1ccccn1)c1cccc(NS(=O)(=O)c2ccccc2)c1	97.4	112.0	-2.7	105.6	105.3	0.1	117.5	96.6
26	CCOc1ccccc1C(=O)OCC(=O)NCCc1ccc(OC)cc1	85.8	109.2	-1.2	107.5	106.6	-0.1	106.6	98.1
27	Cc1ccccc1C(=O)N1CCC(C(=O)OCC(=O)Nc2cccc([N+](=O)[O-])c2C)CC1	140.5	97.3	0.4	96.5	93.2	0.3	96.8	90.8
28	Nc1nc(SCc2ccc(F)cc2)n[nH]1	105.6	100.2	0.9	108.8	100.0	0.5	97.0	98.9
29	COc1ccccc1NC(=O)c1ccccc1NS(=O)(=O)N1CCCC1	103.9	102.1	7.4	107.6	100.0	0.2	102.7	100.2
30	O=C1C(=Cc2ccc(Br)o2)C(=O)c2ccccc21	110.0	86.5	6.6	93.9	97.3	0.0	84.1	98.3
31	Cc1ccc(S(=O)(=O)N2CCN(S(=O)(=O)c3ccc(C)cc3)C2c2ccccc2)cc1	112.5	104.1	3.2	104.0	99.2	0.2	102.2	101.6
32	COc1ccc(C)cc1Nc1nc(C)nc2sc(C)cc12	86.0	100.0	15.0	106.6	100.3	-0.1	90.2	91.7
33	Cc1ccccc1OCc1nc2ccccc2c(=O)n1/N=C/c1cn[nH]c1-c1ccc(Br)cc1	94.7	110.1	21.1	130.1	103.6	-0.1	99.5	103.2
34	Cc1ccc(C(=O)NCC(=O)N2CCCCCC2)cc1	84.7	94.2	5.8	106.3	105.1	0.0	101.1	96.9
35	CC(=O)Nc1ccc(S(=O)(=O)NC2=NCN(c3cccc([N+](=O)[O-])c3)CN2)cc1	91.3	96.0	-1.1	106.0	103.2	-0.1	105.4	110.2
36	O=C(CN1CCCCC1)NCCNC(=O)CN1CCCCC1	102.5	92.3	0.0	103.4	101.1	-0.1	109.5	109.8
37	CC(NC(=O)CSc1n[nH]c(=O)n1C1CC1)C12CC3CC(CC(C3)C1)C2 (configuration not stated)	83.6	99.2	1.8	113.9	99.7	0.0	101.6	97.6
38	Cc1cccc(OCCC(=O)Nc2c(C)n(C)n(-c3ccccc3)c2=O)c1	105.2	97.9	-2.0	96.3	90.3	0.1	92.2	87.2
39	Cc1nc2ccc(NC(=O)c3ccc(Cl)s3)cc2s1	108.2	113.2	0.8	116.6	92.8	0.1	94.0	90.7
40	Cc1noc(/C=C/N(C)C)c1S(=O)(=O)N1CCCC(C(=O)N2CCc3ccccc32)C1 (configuration not stated)	92.2	102.0	9.3	97.2	91.6	0.1	89.6	88.7
41	O=C(COc1ccc(Cl)cc1Cl)NN1C(=O)C2C3C=CC([C@@H]2C1=O)C31CC1 (some centres not stated)	97.0	107.3	-1.2	96.3	100.8	0.0	109.2	100.4
42	C=CCNC(=O)C1CCCN(S(C)(=O)=O)C1 (configuration not stated)	96.0	85.6	-0.9	108.3	101.7	-0.1	101.2	101.1
43	COC(=O)c1cc2ccsc2n1CC(=O)Nc1ccc(N(C)C)cc1	107.8	93.6	4.0	97.0	99.8	0.0	101.5	96.8
44	COc1cc(NS(=O)(=O)c2ccc3[nH]c(=O)[nH]c3c2)cc(OC)c1	98.5	91.9	.	111.1	105.4	0.1	95.2	100.6
45	COc1ccccc1C1/C(=C(/O)c2ccc(C)cc2)C(=O)C(=O)N1CC(C)O (configuration not stated)	97.7	96.3	0.1	109.3	103.0	-0.2	109.3	108.9
46	CNCCc1ccccn1	95.2	110.3	-0.9	86.4	104.2	-0.1	96.2	119.6
47	N#Cc1ccc(OCC(=O)Nc2ccc3[nH]c(=O)[nH]c3c2)cc1	100.9	101.3	6.5	103.5	102.5	-0.2	108.8	100.4
48	CCCN(CCC)C(=O)CSc1nc2ccccc2c(=O)n1CC1COc2ccccc2O1 (configuration not stated)	90.5	95.9	-0.9	102.7	101.5	0.1	97.4	92.2
49	O=C(c1cccc(Oc2ccc([N+](=O)[O-])cc2Cl)c1)N1CCOCC1	98.2	67.8	-1.0	98.0	111.2	0.0	92.9	.
50	COc1ccc(CNC(=O)C2(CC3CC(c4ccccc4)=NO3)CCN(C(=O)c3cccc(O)c3)CC2)cc1 (configuration not stated)	94.6	107.4	1.0	102.2	107.5	-0.1	101.7	93.6
51	COc1ccc(NC(=O)CSc2ccc3c(c2)OCCO3)cc1S(N)(=O)=O	83.8	133.3	0.8	95.1	88.2	-0.2	103.0	89.5
52	CN(C(=O)COC(=O)c1c2c(nc3ccccc13)CCCC2)c1c(N)n(Cc2ccccc2)c(=O)[nH]c1=O	105.2	101.5	5.1	104.6	96.2	0.1	105.5	100.3
53	COc1cc2c(cc1OC)C(c1ccccc1)NC(C)(C)C2 (configuration not stated)	102.4	78.5	0.2	91.2	95.0	0.0	92.8	96.1
54	COc1ccc(/C=C/C(=O)c2ccncc2)c2ccccc12	109.1	128.1	52.7*	96.9	97.1	-0.6	88.5	92.8
55	COc1cc(/C=N/NC(=O)C(C)n2nnc3ccccc32)ccc1O (configuration not stated)	90.2	81.7	2.0	102.1	103.1	-0.2	102.4	113.4
56	CC1(OC(=O)C2CCCC2)C(=O)C=C2C=C(c3ccc(C#N)cc3)OC=C2C1=O (configuration not stated)	118.4	139.6	1.3	88.0	97.7	0.3	65.5	88.5
57	COc1ccc(CC2(CO)CCN(Cc3cccc4nccnc34)CC2)cc1	92.1	109.2	-2.5	111.5	100.0	0.0	106.4	103.5
58	Cc1ccc(/C(N)=N/OC(=O)Cc2cccc3ccccc23)cc1	95.2	101.2	-0.8	107.6	106.1	-0.3	98.3	102.8
59	Brc1ccc(OCc2cn3ccccc3n2)cc1	94.8	107.6	-5.2	98.1	94.6	0.3	100.8	94.1
60	O=C(c1ccc(F)cc1)N1CCN2C(=O)c3ccccc3C12c1ccc(Cl)cc1 (configuration not stated)	93.7	87.2	-0.1	97.4	92.8	0.1	94.1	92.5
61	CC1=N/C(=C\c2ccc([N+](=O)[O-])cc2)C(=O)N1c1ccc(F)cc1F	96.0	110.0	-0.8	105.7	104.2	0.1	110.6	102.4
62	CCN1/C(=C2/SC(=S)N(NC(C)=O)C2=O)Sc2ccccc21	100.3	100.2	.	111.1	111.0	0.8*	97.4	103.2
63	CCOC(=O)C1CCCN(C(=O)c2ccc(C(=O)c3ccccc3)cc2)C1 (configuration not stated)	87.2	105.5	-0.6	102.2	101.6	0.1	102.8	88.2
64	Cc1c(Cl)c([N+](=O)[O-])nn1CC(=O)NCc1ccco1	114.9	105.8	-2.0	103.5	105.1	0.0	108.3	100.6
65	O=C(Nc1cc(C(F)(F)F)ccc1F)C1CCCC1	89.2	92.5	-3.2	94.8	94.1	-0.1	94.5	100.1
66	CC(N=C1NS(=O)(=O)c2ccccc21)C(=O)N1CCc2ccccc2C1 (configuration not stated)	92.2	95.3	1.8	97.7	96.2	-0.3	95.9	95.6
67	S=C(NCc1ccc(Cl)cc1)NC12CC3CC(CC(C3)C1)C2	83.1	97.3	-0.7	92.3	96.7	0.1	94.5	95.7

From PubChem BioAssay

Random draw from the library, and some 3.9% of all compounds hit somewhere here.
